Screening data (PubChem)
TNAP inhibition: human TNAP enzyme inhibitors, biochemical, luminescent (AID 518) | purified TNAP enzyme, luminescent substrate readout; higher % means a stronger effect | inhibition, % at 20 µM, or IC50 in µM where a hit was titrated | actives 0.09% (n = 64,000) | Alkaline phosphatase, tissue-nonspecific isozyme (Homo sapiens); in the data active = a potency from the dose series; inactive = the rest, 99 in 100 with inhibition below about 22%;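 also: plate controls were vehicle for no effect and reference inhibitor for full effect; many of its hits are not listed in these tables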
HPDE-C7 cytotoxicity: cytotoxicity in HPDE-C7 cells, cell-based, fluorescence, HTS (AID 430); HPDE-C7 pancreatic duct cells viability, fluorescence; higher % means a stronger effect; one-dose cytotoxicity, % at 10 µM; EC50 in µM for titrated hits; actives 1.8% (n = 63,000);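 also: cells exposed to compound for 48 hours before viability readout; 0% = vehicle and 100% = reference cytotoxic drug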
Spn MK inh: S. pneumoniae MK inhibitors, primary screen, biochemical, PK/LDH-coupled NADH absorbance; mevalonate kinase [Streptococcus pneumoniae D39]; inhibition, % at 10 µM; actives 0.48% (n = 65,000); purified MK, PK/LDH-coupled NADH absorbance 340 nm;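 active = ranked among the strongest by inhibition in the single 10 µM screen, a fixed top-ranked set picked for dose follow-up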; also: no value below 0 was filed
DPM-DC inhibit: S. pneumoniae DPM-DC inhibitors, primary screen, biochemical, PK/LDH-coupled NADH fluorescence; diphosphomevalonate decarboxylase (Streptococcus pneumoniae D39); purified DPM-DC; calls only at 10 µM; actives 0.49% (n = 65,000);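 active = the 320 compounds with the highest percent inhibition in the single-dose primary screen, excluding strongly autofluorescent ones, cut at about 32% in these data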;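 also: kinetic rate of NADH fluorescence loss reporting ADP formed by the decarboxylase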
HT1080 cytotoxicity: cytotoxicity in HT1080 fibrosarcoma cells, cell-based, fluorescence readout (AID 620) | actives 0.42% (n = 87,000) | HT1080 viability, fluorescence; higher % means a stronger effect | cytotoxicity, % at 10 µM; hits with a dose series show EC50 in µM;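 also: cells exposed to compound overnight then 4 h with Alamar Blue; 0% = vehicle DMSO and 100% = killing control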
Bfl-1 displacement: Bfl-1 inhibitors, primary screen, biochemical, fluorescence polarization, FITC-Bid, mouse (AID 432) | displacement, % at 20 µM; hits with a dose series show IC50 in µM | Bcl-2-related protein A1 (Mus musculus) | actives 0.02% (n = 64,000) | FITC-Bid BH3 peptide fluorescence polarization displacement; higher % means a stronger effect; in the data active = a potency from the dose series; inactive = the rest, 99 in 100 with displacement below about 15%; also: strong numbers were not always called active
LYP phosphatase: LYP phosphatase inhibitors, primary screen, biochemical, DiFMUP fluorescence, recombinant catalytic domain, 10 µM (AID 606) | recombinant LYP catalytic domain, DiFMUP fluorescence; higher % means a stronger effect | one-dose inhibition, % at 10 µM; IC50 in µM for titrated hits | 52,000 tested, under 10 active;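 active = IC50 under 40 µM in the dose-response test; inactive = IC50 of 40 µM or more, or never dose-tested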
HPDE-C7K KRASV12: cytotoxicity in KRAS-transformed pancreatic duct cells, primary screen, cell-based, fluorescence, HTS (AID 431) | cytotoxicity, % at 10 µM; hits with a dose series show EC50 in µM | HPDE-C7K KRASV12 cells, Alamar Blue viability, 48 h; higher % means a stronger effect | actives 1.7% (n = 63,000);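 active = compounds whose percent cytotoxicity in the single-dose primary screen, scaled between solvent and toxic-drug controls, exceeds 50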;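 also: 0% = DMSO solvent wells and 100% = doxorubicin-treated wells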
PMK inhibit: S. pneumoniae PMK inhibitors, primary screen, biochemical, mevalonate pathway, pilot trial included. purified PMK, PK/LDH-coupled NADH absorbance 340 nm. actives 0.49% (n = 65,000). inhibition, % at 10 µM;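 active = top-ranked compounds by inhibition in the single 10 µM screen, taking a fixed number of the strongest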;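 also: 0% = full reaction with DMSO carrier and 100% = background rate without enzyme reaction; no value below 0 was filed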
PMK inhibit pilot replicates: recorded beside PMK inhibit, whose call it bears; inhibition, %; measured here: pilot screen replicates
Spn MK inh pilot replicates: also measured in Spn MK inh; calls as there; inhibition, %; measured here: pilot screen replicates
DPM-DC inhibit pilot screen %: recorded beside DPM-DC inhibit, whose call it bears; inhibition, %; measured here: pilot screen trials
* marks the source's active call; other numbers are inactive results; i = inactive; nt = no result given. Rule as the data show it, unless noted: active = cytotoxicity above about 50%; inactive = the rest. Random draw from the library; overall some 3.4% were active at least once.

SMILES | TNAP inhibition | HPDE-C7 cytotoxicity | Spn MK inh | DPM-DC inhibit | HT1080 cytotoxicity | Bfl-1 displacement | LYP phosphatase | HPDE-C7K KRASV12 | PMK inhibit | others
O=C(c1ccco1)N1CCN(S(=O)(=O)c2ccc(S(=O)(=O)NC3CC3)cc2)CC1 | 16.5% | 15.8% | 7.0 | i | -2.5% | -7.9% | -6.9% | 28.0% | 3.0
Cc1cc(C)c(NC(=O)CSc2nnc(-c3ccco3)n2N)c(C)c1 | 11.1% | -4.7% | 5.0 | i | 14.2% | -0.7% | nt | -34.0% | 9.0
CCCCn1c(SCC2CCCCO2)nc2cc(S(N)(=O)=O)ccc21 (stereo unspecified) | 13.2% | -8.5% | 0.0 | i | 0.0% | -5.9% | nt | -17.1% | 16.0
COc1ccc(C2=CC(c3c(C)nn(-c4ccccc4)c3Cl)n3nnnc3N2)cc1OC (stereo unspecified) | 15.0% | 72.4%* | 8.0 | i | -2.5% | -3.3% | 9.6% | 84.4%* | 11.0
Cc1cc(C)c(C#N)c(SCC(=O)OC2CCCCC2)n1 | 5.9% | 1.6% | 0.0 | i | 1.1% | -5.2% | -3.8% | 3.4% | 20.0
COc1cccc(NC(=O)C2CCCN(S(=O)(=O)c3cccc4nsnc34)C2)c1 (stereo unspecified) | 13.6% | -1.3% | 10.0 | i | -1.1% | -6.4% | 11.8% | 0.9% | 6.0
COc1cc(C2C(C(=O)c3cccs3)=C(O)C(=O)N2Cc2ccco2)cc(OC)c1OC (stereo unspecified) | 2.5% | -3.2% | 0.0 | i | 2.0% | -2.5% | 0.4% | -6.3% | 5.0
CCOc1ccccc1NC(=O)CCN1CCN(S(=O)(=O)c2ccc(Br)cc2)CC1 | 12.3% | -16.4% | 7.0 | i | -0.5% | 2.4% | 4.0% | -3.7% | 7.0 | PMK inhibit pilot replicates=3.5;Spn MK inh pilot replicates=0.0;DPM-DC inhibit pilot screen %=1.5
CCCCCn1c(N2CCC(C(N)=O)CC2)nc2c1c(=O)[nH]c(=O)n2C | 9.0% | -2.0% | 3.0 | i | -2.6% | -5.8% | -1.6% | 9.4% | 0.0
CCc1c(C)nc2ncnn2c1N1CCC(C(=O)Nc2ccccc2)CC1 | 4.7% | -8.0% | 3.0 | i | 6.9% | 1.5% | nt | -17.4% | 11.0
CN(C)CCCN1C(=O)C(=O)/C(=C(/O)c2ccc(OCc3ccccc3)cc2)C1c1cccnc1 (stereo unspecified) | 4.2% | -8.6% | 3.0 | i | 0.8% | 4.1% | nt | -8.0% | 1.0
Cc1nc(NC(=O)CSc2ccccc2N)sc1C | 6.7% | 0.1% | 9.0 | i | 1.6% | -0.8% | -1.8% | 3.0% | 9.0
COc1ccccc1CNC(=O)c1oc2ccc(S(=O)(=O)N3CCCC3)cc2c1C | 10.2% | 8.2% | 0.0 | i | 12.2% | -6.3% | 5.8% | 15.9% | 12.0
COc1ccc(-c2nc(-c3ccc(Br)cc3)no2)c(OC)c1 | 10.8% | -0.4% | 7.0 | i | -1.8% | -6.4% | -3.1% | -3.3% | 7.0
COC(=O)CNC(=O)c1c(C)cc(=O)oc1C | 18.5% | -18.1% | 4.0 | i | 16.6% | -5.1% | 6.1% | -1.3% | 2.0 | PMK inhibit pilot replicates=0.0;Spn MK inh pilot replicates=0.0;DPM-DC inhibit pilot screen %=0.0
CCn1c(SCC(=O)Nc2sc(C)c(C)c2C#N)nnc1C(C)C | 13.6% | -5.7% | 5.0 | i | 6.0% | -3.9% | 9.0% | -1.6% | 20.0
Cc1ccccc1NC(=O)NCCCN1CCN(C2CCCCC2)CC1 | 8.7% | -0.3% | 0.0 | i | -11.7% | 3.8% | 7.1% | 10.7% | 6.0 | PMK inhibit pilot replicates=4.0;Spn MK inh pilot replicates=5.5;DPM-DC inhibit pilot screen %=0.5
CCOC(=O)CCc1nn(C)c(=O)c2ccccc12 | 6.8% | -11.1% | 8.0 | i | 2.6% | 2.2% | nt | -0.3% | 2.0
CCN(CC)C(=O)CSc1nnc(-c2cccnc2)n1CCc1ccccc1 | 1.4% | 4.6% | 2.0 | i | -8.9% | -9.2% | -4.1% | 8.7% | 11.0
CCCOC(=O)c1ccc(Oc2cn[nH]c2-c2ccc(OCC)cc2O)cc1 | -3.8% | 6.6µM* | 6.0 | i | -14.7% | -3.3% | 10.0% | 6.96µM* | 11.0
O=C(OCc1c(Cl)cccc1Cl)c1cnccn1 | 6.4% | -2.6% | 7.0 | i | -0.9% | -4.1% | 13.4% | -0.4% | 0.0
O=C(NC(=O)c1ccccc1)OCC(F)(F)F | 12.8% | -10.8% | 8.0 | i | -12.4% | 13.0% | nt | -4.2% | 6.0
O=C(c1cc2nc(C3CC3)cc(C(F)F)n2n1)N1CCOCC1 | 14.7% | -7.0% | 9.0 | i | 9.4% | 1.4% | 0.8% | -3.2% | 0.0
CCOC(=O)c1ccc2[nH]c3c(c2c1)CCCCC3=O | 12.3% | -7.4% | 13.0 | i | 5.9% | -5.7% | 4.3% | -8.9% | 13.0 | PMK inhibit pilot replicates=3.0;Spn MK inh pilot replicates=4.0;DPM-DC inhibit pilot screen %=10.5
Cc1nc(NCCCO)c(C#N)c2c1COC(C)(C)C2 | 4.9% | 11.1% | 10.0 | nt | 7.2% | -1.5% | 10.8% | 9.0% | 5.0

Gathered by group, the compounds so far containing fluorine
SMILES | TNAP inhibition | HPDE-C7 cytotoxicity | Spn MK inh | DPM-DC inhibit | HT1080 cytotoxicity | Bfl-1 displacement | LYP phosphatase | HPDE-C7K KRASV12 | PMK inhibit | others
O=C(NC(=O)c1ccccc1)OCC(F)(F)F | 12.8% | -10.8% | 8.0 | i | -12.4% | 13.0% | nt | -4.2% | 6.0
O=C(c1cc2nc(C3CC3)cc(C(F)F)n2n1)N1CCOCC1 | 14.7% | -7.0% | 9.0 | i | 9.4% | 1.4% | 0.8% | -3.2% | 0.0

The listing continues.
SMILES | TNAP inhibition | HPDE-C7 cytotoxicity | Spn MK inh | DPM-DC inhibit | HT1080 cytotoxicity | Bfl-1 displacement | LYP phosphatase | HPDE-C7K KRASV12 | PMK inhibit | others
O=C(OC(C(=O)NC1CCCC1)c1ccc(F)cc1)c1ccno1 (stereo unspecified) | 5.2% | -5.3% | 0.0 | i | -9.4% | 1.0% | 1.9% | -9.9% | 2.0
Cc1ccc(NC(=O)c2ocnc2C)cc1Cl | 4.4% | -18.5% | 3.0 | i | 17.7% | -6.9% | nt | -8.2% | 13.0
O=C(NCCN1CCc2ccccc2C1)C1CCN(S(=O)(=O)N2CCC3(CC2)OCCO3)CC1 | -8.6% | -2.8% | 4.0 | i | -2.0% | -2.7% | 8.0% | -10.2% | 15.0
COc1cccc(NC(=O)c2ncn[nH]2)c1 | 8.6% | -0.6% | 6.0 | i | 2.5% | -5.2% | 1.9% | -9.9% | 6.0
Cc1csc(NC(=O)CSc2nc3sc(C)c(C)c3c(=O)[nH]2)n1 | 8.1% | 10.2% | 9.0 | i | -10.6% | -13.7% | nt | 16.6% | 12.0
O=C(c1ccc(CS(=O)(=O)c2ccc(Br)cc2)o1)N1CCOCC1 | 12.5% | -7.6% | 0.0 | i | -8.9% | 6.0% | 1.4% | 0.9% | 1.0
CNC(=O)c1c(NC(=O)c2nc3ccccc3s2)sc2c1CCC2 | 14.3% | 14.2% | 0.0 | i | 5.4% | 3.3% | -14.1% | 3.8% | 1.0
O=C(c1cc2ccccc2oc1=O)N1CCSC1c1ccco1 (stereo unspecified) | 4.8% | 4.9% | 0.0 | i | 4.5% | -7.8% | 6.5% | -2.7% | 24.0 | PMK inhibit pilot replicates=5.5;Spn MK inh pilot replicates=0.0;DPM-DC inhibit pilot screen %=0.5
O=C1NC2(CCCc3ccccc32)C(=O)N1Cc1nnc(-c2ccccc2Br)o1 (stereo unspecified) | 15.9% | 7.1% | 2.0 | i | -2.0% | -1.9% | 18.4% | 7.0% | 21.0
O=C1C2CC=CCC2C(=O)N1c1ccc(OCC(O)Cn2nnc3ccccc32)cc1 (stereo unspecified) | 6.6% | -5.5% | 7.0 | i | -3.5% | 0.3% | nt | -0.9% | 3.0
O=C(O)CCSc1nc2ccc(Br)cc2[nH]1 | 6.1% | nt | 8.0 | i | -3.8% | -4.8% | 13.3% | nt | 13.0
O=C(NCc1ccco1)c1ccc2c(c1)C(=O)N(Cc1ccccc1)C2=O | 9.1% | -8.2% | 2.0 | i | 7.3% | -2.3% | -0.5% | -8.7% | 0.0
CCOc1cccc(-c2nnc(SCC(=O)Nc3cc(C)ccc3OC)n2N)c1 | 12.4% | -18.4% | 10.0 | i | 5.7% | -12.4% | 4.2% | 1.6% | 0.0
CCCNc1nc2c(c(=O)n(C)c(=O)n2C)n1CCc1ccccc1 | 5.4% | -21.0% | 3.0 | i | 7.6% | -1.6% | 7.4% | -12.9% | 9.0
O=C(CCC1CCCC1)NCCCN1CCOCC1 | 1.3% | 1.0% | 0.0 | i | 2.9% | -4.1% | -20.3% | -5.6% | 6.0
O=C(CSc1nnc(-c2cccs2)n1-c1ccccc1)N1CCOCC1 | 10.2% | -3.1% | 15.0 | i | -2.0% | -6.3% | 9.3% | -5.7% | 5.0
COC(=O)c1ccc(-c2cc(C(=O)O)c3cc4c(cc3n2)OCCO4)cc1 | 6.7% | 9.1% | 3.0 | nt | 2.7% | -4.0% | -0.1% | 8.6% | 15.0
COc1ccc2nc(NC(=O)CN3CCN(C)CC3)sc2c1 | 7.7% | -1.6% | 0.0 | i | -4.2% | 2.1% | 1.4% | 16.1% | 10.0
CCN1CCN(c2c(Cl)cccc2NC(=O)c2ccc(Br)o2)CC1 | 5.9% | 1.5% | 12.0 | i | -3.2% | -0.5% | nt | 10.0% | 8.0
CCOCCCn1c(=N)c(C(=O)NCc2ccc3c(c2)OCO3)cc2c(=O)n3cccc(C)c3nc21 | 20.2% | 13.7% | 12.0 | i | 14.6% | 4.4% | nt | 16.7% | 10.0
Cn1c(=O)c2cn(-c3cccc4ccccc34)cc2n(C)c1=O | 3.8% | 14.2% | 5.0 | i | 1.6% | -2.5% | -11.1% | 13.2% | 14.0
COc1cc(OC)cc(C(=O)NC(C(=O)NCCN(C)C)C23CC4CC(CC(C4)C2)C3)c1 (stereo unspecified) | 8.0% | -5.4% | 6.0 | i | -1.4% | -3.0% | nt | 13.1% | 9.0

Molecules listed so far containing a COOH group, in the order listed:
SMILES | TNAP inhibition | HPDE-C7 cytotoxicity | Spn MK inh | DPM-DC inhibit | HT1080 cytotoxicity | Bfl-1 displacement | LYP phosphatase | HPDE-C7K KRASV12 | PMK inhibit | others
O=C(O)CCSc1nc2ccc(Br)cc2[nH]1 | 6.1% | nt | 8.0 | i | -3.8% | -4.8% | 13.3% | nt | 13.0
COC(=O)c1ccc(-c2cc(C(=O)O)c3cc4c(cc3n2)OCCO4)cc1 | 6.7% | 9.1% | 3.0 | nt | 2.7% | -4.0% | -0.1% | 8.6% | 15.0
